HCMV inh = inhibitors of human cytomegalovirus; HFF cells, HCMV-luciferase reporter, 72 h; stronger effect = lower value; AID 1259415; activity change, negative = inhibition, % at 57.5 µM; 4.5% of 410,000 active; in the data active means activity change below about -60%; inconclusive means no clear call, values can overlap the other calls; inactive means above about -39%
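Compounds were evaluated in HFFs infected with an HCMV luciferase reporter virus (MOI 1 PFU/cell). Luciferase in lysates collected 72 h post infection served as the replication measure.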
AMA1 RON2 block = AMA1-RON2 (P. falciparum) interaction inhibition | 0.2% of 360,000 active | AlphaScreen AMA1-biotinylated RON2 peptide binding | AID 720542 | Potency, µM (doses to about 58.2 µM), inactives show at the top dose activity change, negative = inhibition, hits mostly inhibitors; active means well fitted inhibition curve with a large enough effect; inconclusive means small, poorly fitted or top-dose-only effect; inactive means no such curve, though single readings can be large or run the other way;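 further: potency means the concentration at half of the fitted maximal effect; 0% = vehicle wells and -100% = peptide control; nearly all actives have a fitted effect of over 45% in size; some results filed as inactive show a strong effect at the top dose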
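AMA1 (3D7) with his tag at 25 nM final met compounds first, then biotinylated RON2 peptide at 25 nM; detection used donor plus acceptor beads, 10 µg/mL apiece, read by AlphaScreen after 30 min at room temperature.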
Active calls of the source: *; ? = inconclusive; [ ] = dose if it differs, or a comment. Unless noted, on the % scale 0 is the no-effect control and ±100 the full control effect.

SMILES	HCMV inh	AMA1 RON2 block
CC(C)NC(=O)C1(C)CCCCN1Cc1cccc(C(F)(F)F)c1 (centres undefined)	20	-4%
CC1=C(C(=O)N2CCOCC2)CC(CC(=O)NC(c2ccccc2)c2ccccc2)C(=O)N1CCCN1CCCC1=O (centres undefined)	3	3%
COc1ccc(-c2ccc(C(=O)NCC(C)C)c3occc23)c(C)c1	90	10%
O=C(CC1c2cc(F)ccc2C=C(c2ccsc2)N1c1ccc(C#CCCO)cc1)c1ccco1 (centres undefined)	-33	-11%
CCNC(=O)C1(C)CCCN(C(=O)c2cc(-c3ccccc3)cs2)C1 (centres undefined)	27	-2%
C=C1C(=O)[C@@]23C[C@H]4[C@@H]5[C@@]6(C)CCC[C@@]57[C@@H]2[C@@H](O)[C@@H]1C[C@H]3[C@H]7N4C6	-77*	16%
COc1cc2c(cc1OC)CN(C1CCC(C(C)(C)C)CC1)CC2 (centres undefined)	7	30%[activator]
COc1cccc(C#CC2=CC(=O)CC(C)(C)C2)c1	2	0%
Cc1cnc(CNC(=O)c2csc(COCCO)n2)cn1	-15	96%[activator]
COc1ccc(-n2nnnc2CNC(=O)C2CC(=O)N(c3ccc(F)cc3)C2)cc1 (centres undefined)	20	5%
Cc1cc(C)n2nc(C)c(-c3ccccc3)c2n1	0	15%
CC(C)(C)OC(=O)N(Cc1ccccc1)Cc1ccccc1OCc1cccc(NC(=O)c2ccccc2)c1	-34	0%
c1coc(CN2Cc3ccccc3-n3nncc3C2)c1	43	8%
Cc1cc2c3ccccc3[nH]c(=O)n2n1	25	7%
COc1ccc(NC(=O)c2cc(C3CCCCN3S(=O)(=O)Cc3ccccc3)on2)cn1 (centres undefined)	102	-8%
O=C(CCCc1ccncc1)c1ccccc1	24	-5%
COc1ccc(COC[C@H](CC(C)C)N2CCN(C(=O)c3cccc(C(F)(F)F)c3)CCC2=O)cc1	2	-3%
CC(C)C(=O)NCCc1nc(-c2ccccc2)no1	-14	-8%
O=C(NCCCN1CCCC1=O)Nc1ccc(Cl)cc1	45	14%
O=C(OCc1ccccc1Cl)c1cc([N+](=O)[O-])ccc1N1CCOCC1	15	-15%
Cc1ccc(S(=O)(=O)N2CCN(C(=O)c3cc(C4CC4)nn3-c3ccccc3)CC2)cc1	8	-10%
CN1C(=O)c2cccc3c(Br)ccc(c23)C1=O	-12	-11%
CC1=CP(=O)(Oc2ccc([N+](=O)[O-])cc2)CC1 (centres undefined)	-19	0%
CCN(CC(=O)Nc1ccc(NC(C)=O)cc1)C(=O)c1cc([N+](=O)[O-])ccc1Sc1ccc(Cl)cc1	74	63%[activator]
CN(Cc1ccccc1)C(c1cc2ccccc2o1)c1nnnn1C(C)(C)C (centres undefined)	?	-3%
CC(=O)OC1CCC2C3CCC4OC(=O)CCC4C3CCC12C (centres undefined)	-22	0%
Cc1ccccc1S(=O)(=O)NC(=O)C1(C)CCN1C(=O)c1cccc2ccccc12 (centres undefined)	2	5%
C=CCN(CC=C)Cc1cc(=O)oc2cc(OC)ccc12	-1	8%
CCCCN(CCCC)Cc1cc(=O)oc2cc(C)cc(C)c12	-20	11%
COc1ccc(-c2ccc(CN3C(C)C(=O)N(Cc4cn(CCC5OCCCO5)nn4)CCS3(=O)=O)cc2)cc1 (centres undefined)	-7	-17%
Brc1ccc(CN2CCCCCC2)cc1	?	0%
CCN1CCCC1CNC(=O)c1ccc2c(c1)NC(=O)/C(=C\c1ccccc1F)S2 (centres undefined)	-19	-20%
O=C(/C=C/[C@H]1O[C@@H](n2ccc(=O)[nH]c2=O)[C@H](O)[C@@H]1O)NCC1CCCO1 (some centres undefined)	-9	5%
CCN(CC)CCN(C)C(=O)c1[nH]c(C(F)(F)F)nc1-c1ccccc1	-99*	14%
CCC(C)C(N)C1=NC(C(=O)N[C@@H](CC(C)C)C(=O)N[C@H](CCC(=O)O)C(=O)N[C@H](C(=O)N[C@H]2CCCCNC(=O)[C@H](CC(N)=O)NC(=O)[C@@H](CC(=O)O)NC(=O)[C@H](Cc3cnc[nH]3)NC(=O)[C@@H](Cc3ccccc3)NC(=O)[C@H]([C@@H](C)CC)NC(=O)[C@@H](CCCN)NC2=O)[C@@H](C)CC)CS1 (some centres undefined)	30	115%[activator]
Clc1ccc2nc(-c3ccco3)c(Cc3ccccc3)n2c1	70	-5%
O=C(NCc1cccnc1)c1csc([C@@H]2C[C@H](O)[C@@H](CO)O2)n1	1	16%
CC(=O)NCCNc1nc2cc(-c3ccccc3)sc2c(=O)n1C	-14	-7%
Cc1ncoc1C(=O)NCC1=C(c2ccc(S(C)(=O)=O)cc2)C[C@@H]2CC[C@H]1N2Cc1ccco1	-11	0%
O=c1ccn([C@@H]2O[C@H](CNCc3ccc(-n4cccn4)cc3)[C@@H](O)[C@H]2O)c(=O)[nH]1	-11	20%
COC(=O)C1=C(C)N(CCCC(=O)O)C(=O)NC1c1ccc(Cl)cc1 (centres undefined)	3	2%
C[C@H]1CN([C@@H](C)CO)C(=O)CCCn2cc(nn2)CO[C@@H]1CN(C)C(=O)Nc1ccnc(N2CCOCC2)c1	19	8%
Cc1cc(C)c2cc(C#N)c(NCCCN)nc2c1	1	19%
C=C1c2nc3ccccc3n2C=C(c2ccc(C)cc2)N1c1ccccc1	33	?
COc1ccc(C)cc1S(=O)(=O)NC(C)c1cnn(-c2ccccn2)c1C (centres undefined)	-9	28%
O=C(O)c1ccc(Cn2cnc3c(=O)[nH]cnc32)cc1	1	15%
Cc1cccc(S(=O)(=O)NC(=O)C2(C)CCN2C(=O)CCc2ccccc2)c1 (centres undefined)	0	-3%
COc1cc2oc(=O)cc(CN3CCOCC3)c2cc1Cl	-14	-2%
CC(C)(C)OC(=O)N1CCC(C(=O)Nc2ccc(C(=O)N3CCCCC3)cc2)CC1	31	18%
CC(C)NC(=O)C1(C)CCN1C(=O)C/C=C/c1ccccc1 (centres undefined)	7	10%
O=S1(=O)CCN(C2CCCCCCCCCCC2)CC1	-38	-3%
CC(Oc1ccccc1F)C(=O)NNC(=O)c1ccc(-n2cncn2)c([N+](=O)[O-])c1 (centres undefined)	-9	100%[activator]
CCOC(=O)C1CCNC(=O)C1=O (centres undefined)	?	28%
C[C@@H]1CN([C@H](C)CO)C(=O)CCCn2cc(nn2)CO[C@H]1CN(C)S(=O)(=O)c1ccc(-n2cccn2)cc1	-6	-10%
CCN(CC)CCN1CCN(c2cnc(C)cn2)CC1	?	-4%
COc1cccc(S(=O)(=O)N(C)C[C@@H]2Oc3cc(Br)ccc3S(=O)(=O)N([C@@H](C)CO)C[C@@H]2C)c1	-31	-11%
COc1cccc(C(=O)NCCNc2nc3cc(C)cc(C)c3cc2C#N)c1	19	-8%
O=[N+]([O-])c1ccc2nc(NN=Cc3ccc(O)cc3)sc2c1	-62*	19%
CCOC(=O)C1(CCOC)CCN(C/C=C/c2ccccc2OC)CC1	10	-10%
CCOC(=O)N1CCN(C(=O)C[C@@H]2C[C@@]3(C(=O)OC)CCCCC=C3N(Cc3cccc4ccccc34)C2=O)CC1	-5	10%

In the list so far, two contain a cyano group.
SMILES	HCMV inh	AMA1 RON2 block
Cc1cc(C)c2cc(C#N)c(NCCCN)nc2c1	1	19%
COc1cccc(C(=O)NCCNc2nc3cc(C)cc(C)c3cc2C#N)c1	19	-8%

More structures follow:
SMILES	HCMV inh	AMA1 RON2 block
COC1C(OC(=O)/C=C/C=C/C=C/C=C/C(=O)O)CCC2(CO2)C1C1(C)OC1CC=C(C)C (centres undefined) (tested in a mixture with another compound)	-13	-2%
CCN(CC)C(=O)C1=C(C)N(Cc2ccc(C(C)(C)C)cc2)C(=O)C(CC(=O)NC2CCCCC2)C1 (centres undefined)	51	-5%
Cc1ccc([C@H]2N[C@]3(CCCN(Cc4ccccc4)C3=O)[C@H]3C(=O)N(Cc4ccccc4)C(=O)[C@@H]23)cc1	16	14%
COCCN1C(=O)CCC1(C)C(=O)NC1CCCC1 (centres undefined)	12	20%
Cc1ccc(S(=O)(=O)NC(=O)C2(C)CCN2C(=O)Cc2cc(F)ccc2F)nc1 (centres undefined)	41	100%[activator]
O=C(Cc1ccc(NC(=O)C2CCN(C(=O)C3CCC3)CC2)cc1)Nc1cccc(C(=O)N2CCCCC2)c1	-13	0%
COc1ccc2ccc(OC)c(/C=N/NC(=O)c3cc4ccccc4o3)c2c1	-11	53%[activator]
Cc1ccc(C(=O)N2CCC3CC2c2cc(-c4ccc5c(c4)OCO5)ccc23)cc1 (centres undefined)	-7	-16%
Cc1[nH]c2ccccc2c1C(=O)C(=O)NCc1ccncc1	6	-1%
O=C(Cn1cnc2c(oc3ccccc32)c1=O)NCCc1ccccc1	38	5%
O=C(O)C(CCc1ccccc1)(Cc1ccccc1)C(=O)O	-20	-6%
CC(C)CNC(=O)C1(C)CCCN1C(=O)c1ccncc1 (centres undefined)	0	-9%
COC(C/C=C/C(=O)[C@@H](C)OCc1ccccc1)OC	29	22%
CC1(Cc2ccc(Cl)cc2)C(=O)Nc2c(Cl)ccc(Cl)c21 (centres undefined)	-6	2%
O=C(NCc1ccccn1)C(=O)NCC1OCCN1C(=O)c1ccc(Cl)cc1 (centres undefined)	2	58%[activator]
O=C(CC(O)c1ccncc1)c1ccccc1O (centres undefined)	1	26%
O=C(CSc1ncnc2c1oc1ccccc12)NCC1CCCO1 (centres undefined)	-10	23%
C[C@H](CO)N1C[C@H](C)[C@H](CN(C)C(=O)Cc2cccnc2)Oc2ncc(Br)cc2C1=O	11	4%
O=C(NCc1ccccc1)c1cc(C2CCCCN2S(=O)(=O)c2cccs2)on1 (centres undefined)	30	-11%
Cc1ccc(N2C(=O)CCC2=O)c(C)c1	20	?

No new results follow: an excerpt of the list.
SMILES	HCMV inh	AMA1 RON2 block
CC(Oc1ccccc1F)C(=O)NNC(=O)c1ccc(-n2cncn2)c([N+](=O)[O-])c1 (centres undefined)	-9	100%[activator]
CCOC(=O)C1CCNC(=O)C1=O (centres undefined)	?	28%
C[C@@H]1CN([C@H](C)CO)C(=O)CCCn2cc(nn2)CO[C@H]1CN(C)S(=O)(=O)c1ccc(-n2cccn2)cc1	-6	-10%
CCN(CC)CCN1CCN(c2cnc(C)cn2)CC1	?	-4%
COc1cccc(S(=O)(=O)N(C)C[C@@H]2Oc3cc(Br)ccc3S(=O)(=O)N([C@@H](C)CO)C[C@@H]2C)c1	-31	-11%
COc1cccc(C(=O)NCCNc2nc3cc(C)cc(C)c3cc2C#N)c1	19	-8%
O=[N+]([O-])c1ccc2nc(NN=Cc3ccc(O)cc3)sc2c1	-62*	19%
CCOC(=O)C1(CCOC)CCN(C/C=C/c2ccccc2OC)CC1	10	-10%
CCOC(=O)N1CCN(C(=O)C[C@@H]2C[C@@]3(C(=O)OC)CCCCC=C3N(Cc3cccc4ccccc34)C2=O)CC1	-5	10%
COC1C(OC(=O)/C=C/C=C/C=C/C=C/C(=O)O)CCC2(CO2)C1C1(C)OC1CC=C(C)C (centres undefined) (tested in a mixture with another compound)	-13	-2%
CCN(CC)C(=O)C1=C(C)N(Cc2ccc(C(C)(C)C)cc2)C(=O)C(CC(=O)NC2CCCCC2)C1 (centres undefined)	51	-5%
Cc1ccc([C@H]2N[C@]3(CCCN(Cc4ccccc4)C3=O)[C@H]3C(=O)N(Cc4ccccc4)C(=O)[C@@H]23)cc1	16	14%
COCCN1C(=O)CCC1(C)C(=O)NC1CCCC1 (centres undefined)	12	20%
Cc1ccc(S(=O)(=O)NC(=O)C2(C)CCN2C(=O)Cc2cc(F)ccc2F)nc1 (centres undefined)	41	100%[activator]
O=C(Cc1ccc(NC(=O)C2CCN(C(=O)C3CCC3)CC2)cc1)Nc1cccc(C(=O)N2CCCCC2)c1	-13	0%
COc1ccc2ccc(OC)c(/C=N/NC(=O)c3cc4ccccc4o3)c2c1	-11	53%[activator]
Cc1ccc(C(=O)N2CCC3CC2c2cc(-c4ccc5c(c4)OCO5)ccc23)cc1 (centres undefined)	-7	-16%
Cc1[nH]c2ccccc2c1C(=O)C(=O)NCc1ccncc1	6	-1%
O=C(Cn1cnc2c(oc3ccccc32)c1=O)NCCc1ccccc1	38	5%
O=C(O)C(CCc1ccccc1)(Cc1ccccc1)C(=O)O	-20	-6%
CC(C)CNC(=O)C1(C)CCCN1C(=O)c1ccncc1 (centres undefined)	0	-9%
COC(C/C=C/C(=O)[C@@H](C)OCc1ccccc1)OC	29	22%
CC1(Cc2ccc(Cl)cc2)C(=O)Nc2c(Cl)ccc(Cl)c21 (centres undefined)	-6	2%
O=C(NCc1ccccn1)C(=O)NCC1OCCN1C(=O)c1ccc(Cl)cc1 (centres undefined)	2	58%[activator]
O=C(CC(O)c1ccncc1)c1ccccc1O (centres undefined)	1	26%
O=C(CSc1ncnc2c1oc1ccccc12)NCC1CCCO1 (centres undefined)	-10	23%

(cont.)
SMILES	HCMV inh	AMA1 RON2 block
CN1C[C@@H]2[C@@H]3C(=O)N(Cc4ccccc4)C(=O)[C@@H]3[C@](C)(C1=O)N2C(=O)c1ccc(C(F)(F)F)cc1	-2	33%[activator]
CC1CCC(NC(=O)c2ccc3c(c2)S(=O)(=O)c2ccccc2C3=O)CC1 (centres undefined)	-67*	18%
Cc1ccccc1C(=O)Nc1c(C(=O)N2CCN(C)CC2)cnn1-c1ccccc1	11	-1%
CC(C)(C)c1cc(CNC(=O)C2CCC(=O)N(Cc3ccccc3F)C2)[nH]n1 (centres undefined)	-4	-2%

Screening data as filed in PubChem BioAssay.

This is a subset; rates above refer to the full screens.
